Screens from PubChem BioAssay.
Ub-GFP proteasome – ubiquitin-GFP accumulation via proteasome inhibition. AID 526. Ubiquitin-GFP reporter cells, proteasome inhibition, GFP fluorescence; response scale: untreated = 0%, 10 µM MG-132 = 100%. 67,000 tested, under 10 active. Potency, µM (doses to about 45.9 µM), for inactives: at the top dose activation (GFP accumulation), usual class: activators; active means well fitted activation curve with a large enough effect, not every such curve was filed as active; inconclusive means small, poorly fitted or top-dose-only effect, or another doubt; inactive means no such curve, though single readings can be large or run the other way; further: potency means the concentration at half of the fitted maximal effect
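U2OS cells expressing ubiquitin(G76V)-GFP, seeded overnight in 0.5% FBS medium, then treated 4 hr at 37 C across 46 uM to 2.9 nM. GFP-positive cells counted by laser cytometry (488 ex/515 em); %activity scaled between basal and 10 uM MG-132.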
ERK AVP block – blocks ERK signaling stimulated by vasopressin | AID 995 | Potency, µM (highest dose often 57.5 µM), for the others: at the highest dose activity, negative = inhibition, hits mostly inhibitors | HEK293-V1b, vasopressin-stimulated pERK AlphaScreen | 72,000 tested, 0.99% active; further: potency means the concentration at half of the fitted maximal effect; on the % scale 0 is the no-effect control and ±100 the full control effect; nearly all actives have a fitted effect of over 55% in size
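qHTS, compounds titrated on V1b-expressing HEK293 cells. Preincubation 30 min at 37C, vasopressin 25 nM for 5 min, lysis 10 min, bead incubation 5 hr at room temperature.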
Hsp90 Hop PPI – changes Hsp90-Hop TPR2A binding signal, up or down; AID 595; AlphaScreen TPR2A-His6 binding biotin-Hsp90 C-terminal peptide; 71,000 tested, 0.44% active; Potency, µM (doses to about 57 µM), for inactives: at the top dose activity change, negative = inhibition; active means well fitted curve in either direction with a large enough effect; inconclusive means small, poorly fitted or top-dose-only effect, or another doubt; further: potency means the concentration at half of the fitted maximal effect; on the % scale 0 is the no-effect control and ±100 the full control effect; many of its hits are not listed in these tables
A350 fluor – compounds fluorescent in Alexa 350 spectral region; Compound autofluorescence, 340/450 nm, Alexa 350 dye-equivalents; hits give high values; max dye-equivalent concentration, M; 59,000 tested, 11% active; AID 590; in the data active means max dye-equivalent concentration above about 10 nM; inconclusive means mostly about 1.1 nM to 9.6 nM
Luciferase inh – blocks Photinus pyralis firefly luciferase activity; 72,000 tested, 2.2% active; Potency, µM (highest dose often 57.1 µM), without a hit: at the highest dose activity change, negative = inhibition, actives largely listed as inhibitors; AID 411; purified firefly luciferase, luminescence, 8 min; further: potency means the concentration at half of the fitted maximal effect; on the % scale 0 is the no-effect control and ±100 the full control effect; nearly all actives have a fitted effect of over 40% in size
Target sequence (P08659 whole entry, looked up): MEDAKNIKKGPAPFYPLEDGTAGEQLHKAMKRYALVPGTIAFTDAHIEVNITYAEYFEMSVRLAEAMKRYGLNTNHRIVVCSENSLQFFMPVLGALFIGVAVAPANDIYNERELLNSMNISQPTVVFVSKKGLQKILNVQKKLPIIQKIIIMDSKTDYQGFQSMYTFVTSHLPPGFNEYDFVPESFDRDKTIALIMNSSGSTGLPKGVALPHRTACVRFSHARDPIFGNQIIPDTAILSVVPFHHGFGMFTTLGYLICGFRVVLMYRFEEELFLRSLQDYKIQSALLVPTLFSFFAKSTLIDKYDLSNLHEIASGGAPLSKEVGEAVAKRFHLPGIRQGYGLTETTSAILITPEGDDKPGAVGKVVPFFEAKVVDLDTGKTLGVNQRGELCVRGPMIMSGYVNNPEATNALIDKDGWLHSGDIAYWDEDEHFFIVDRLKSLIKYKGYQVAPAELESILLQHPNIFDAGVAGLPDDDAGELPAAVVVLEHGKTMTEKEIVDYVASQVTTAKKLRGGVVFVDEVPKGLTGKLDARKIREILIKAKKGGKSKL
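qHTS concentration-response profiling: light output of P. pyralis luciferase with luciferin and 10 uM ATP, imidazole buffer pH 7.2. Read by luminescence after 8-min room-temperature incubation.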
Texas Red fluor – compounds fluorescent in Texas Red spectral region; 59,000 tested, 0.06% active; Compound fluorescence, Texas Red channel, 547/618 nm; hits give high values; max dye-equivalent concentration, M; in the data active means max dye-equivalent concentration above about 10 nM; inconclusive means between about 1.1 nM and that limit
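Fluorescence at ex 547/em 618 nm, normalized against an on-plate Texas Red standard series to give dye-equivalent concentration per compound concentration. Buffer 100 mM Tris, pH 8.0; 15 min RT incubation before CCD imaging.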
GFP derepression – epigenetic modulators derepressing GFP locus in mouse cells. 68,000 tested, 0.09% active. mouse C127i GFP locus derepression, cytometry, 30 h. Potency, µM (top dose mostly 46.1 µM), for inactives: at the highest dose GFP derepression (activation); further: % of control where 0% means no effect
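Derepression screen: silenced CMV-GFP reporter in murine C127i cells, 30 h compound incubation at 37 C, washed cells imaged by laser-scanning cytometer to enumerate GFP-expressing objects of 20 to 120 um.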
CRE Fsk mod – alters forskolin-stimulated CRE reporter signaling in CHO cells; CHO CRE-bla reporter (cAMP response element driving beta-lactamase), forskolin EC10, beta-lactamase ratio; Potency, µM (top dose mostly 38.2 µM), for the others: at the highest dose activity change, negative = inhibition, usual class: activators; 71,000 tested, 2.5% active; AID 662; active means well fitted activation curve with a large enough effect in the signal ratio, with a control signal flat, not every such curve was filed as active; inconclusive means small, poorly fitted or top-dose-only effect, or effect the other way, or a change in a side signal; the % refers to the signal ratio; further: potency means the concentration at half of the fitted maximal effect; % of control where 0% means no effect
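CRE-bla CHO reporter cells treated with compound titration plus EC10 NKH 477 (water-soluble forskolin), incubated 3 h at 37 °C; CCF4 loading 2 h at room temperature, 460/530 nm emission ratio read, AC50 values derived for positive or negative modulators.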
HBB splice mod – alters splicing of the hemoglobin beta chain. Potency, µM (titrated, usually from 46.1 µM), inactives show at the highest dose activation, most hits filed as activators. AID 925. 65,000 tested, 0.06% active. HBB splicing reporter cell assay, activation; EGFP reporter with mutant IVS2-654 intron; response scale: normalised to 500 nM splice-correcting PNA; further: potency means the concentration at half of the fitted maximal effect; 0% is about no effect
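Compounds were applied for 2 days to HeLa EGFP-654 cells, 500/well in Optimem with 2% FCS. The reporter's EGFP is disrupted by mis-splicing of beta-globin intron IVS2-654. Readout: summed well GFP fluorescence from 488 nm laser scanning; reference was 500 nM antisense […] 654 PNA.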
Fluorescein fluor – compound autofluorescence in fluorescein spectral region; Compound autofluorescence, 480/540 nm, fluorescein-equivalent; hits give high values; 59,000 tested, 0.91% active; max fluorescein-equivalent concentration, M; in the data active means max fluorescein-equivalent concentration above about 10 nM; inconclusive means between about 1.1 nM and that limit
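Compounds were pin-transferred into 100 mM Tris buffer, pH 8.0, and incubated 15 min at room temperature. Fluorescence was read at 480 nm excitation/540 nm emission. Signals were normalized to an on-plate six-point fluorescein standard curve as dye-equivalent concentration.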
4-MU autofl – 4-MU region autofluorescence. compound autofluorescence, 340/450 nm, 4-MU equivalents; hits give high values. 59,000 tested, 11% active. max dye-equivalent concentration, M; in the data active means max dye-equivalent concentration above about 10 nM; inconclusive means mostly about 1.1 nM to 9.6 nM
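Compounds in 100 mM Tris, pH 8.0, sat 15 min at room temperature before fluorescence was read at 340 nm excitation/450 nm emission; a per-plate six-point 4-MU standard curve converted signals to dye-equivalent concentration at each compound concentration.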
Numbers without * were called inactive; i = inactive; ? = inconclusive; nt = no result given; [ ] = remark or other dose. Unless noted, the call rests on the fitted dose curve; in most records, active means well fitted curve in the direction sought with a large enough effect; inconclusive means small, poorly fitted or top-dose-only effect, or another doubt; inactive means no such curve, though single readings can be large; an effect the other way counts as inactive or inconclusive. This is a subset; the hit share may differ from the screen's.

SMILES	Ub-GFP proteasome	ERK AVP block	Hsp90 Hop PPI	A350 fluor	Luciferase inh	Texas Red fluor	GFP derepression	CRE Fsk mod	HBB splice mod	Fluorescein fluor	4-MU autofl
O=C(c1ccc2c(c1)OCO2)N1CCNc2ccccc2C1	10%	-22%	5%	i	1%	i	0%	?	0.0%	i	i
O=S(=O)(c1ccccc1)N1CCC2(CCCN(Cc3nccs3)C2)CC1	-7%	-1%	-1%	i	-1%[11.4 µM]	i	-2%[9.22 µM]	-2%	3.4%	i	i
CCn1ncc(C(=O)Nc2ccc(S(=O)(=O)N3CCCC3)cc2)c1C	16%	-2%	4%	i	1%	i	3%	4%	-2.1%	?	i
CCCC(=O)N(Cc1cc2ccccc2[nH]c1=O)c1ccccc1OC	nt	nt	nt	i	-1%[25.5 µM]	i	2%[20.6 µM]	nt	nt	i	i
COCCCn1c(-c2ccc(OC)cc2)nc2nc3ccccc3nc21	nt	-12%	0%	8e-07M*	-3%	i	0%	15%	1.9%[0.369 µM]	i	5.8e-07M*
Cc1ccc(Nc2nnns2)cc1C	-3%	-9%	-3%	i	1%	i	0%	-9%	-0.5%	i	i
COc1cc(NS(=O)(=O)c2ccc(NC(=O)NC3CCCCC3)cc2)nc(OC)n1	2%	0%	-4%	i	-1%	i	-2%	-12%	1.9%	i	i
Cc1ccccc1-c1nc(CN2CCC(C(=O)NCc3cccnc3)CC2)c(C)o1	16%	2%	-4%	i	-1%	i	0%	?	4.9%[1.84 µM]	?	i
COc1ccc(-c2nc3ccccc3c(=O)n2CCN2CCOCC2)cc1	1%	-9%	0%	i	1%	?	-9%	4%	-0.8%	?	i
Cc1cc(C(F)(F)F)nn1CC(=O)NCC1CCCO1 (stereo unspecified)	nt	nt	nt	i	2%[25.5 µM]	i	0%[20.6 µM]	nt	nt	i	i
O=C(O)c1cc(S(=O)(=O)Nc2ccccc2C(=O)O)ccc1O	12%	-17%	-1%	nt	1%	nt	-4%	-1%	-1.9%	nt	nt
Cc1c(C(=O)NCc2ccccc2)oc2c1C(=O)CCC2	nt	-10%	-6%	i	-1%	?	-2%	-7%	5.3%[0.369 µM]	?	i
CC1(C)OC(=O)C(=CNC(Cc2c[nH]c3ccccc23)C(=O)O)C(=O)O1 (stereo unspecified)	-1%	-9%	-14%	i	1%	i	3%	?	-2.4%	i	i
Cc1ccc(NC(=O)c2ccccc2C(=O)O)cc1C	-5%[9.17 µM]	-12%[11.5 µM]	1%[11 µM]	i	1%[11.4 µM]	i	-2%[9.22 µM]	-9%[7.6 µM]	4.6%[9.22 µM]	i	i
COc1ccc(Cl)cc1N(CC(=O)N1CCC(C)CC1)S(C)(=O)=O	-10%	-10%	0%	nt	-1%	nt	0%	-5%	-0.9%[9.22 µM]	nt	nt
O=C(c1cccc(F)c1)N1CCC[C@@]2(CCN(c3ccccn3)C2)C1	-3%	-21%	5%	i	0%[11.4 µM]	i	2%[9.22 µM]	-9%	0.8%	i	i
COc1ccc(C(=O)N2CCN(C(=O)c3cc(OC)c(OC)c(OC)c3)CC2)cc1	-2%	-17%	-1%	i	-4%	i	0%	2%	0.1%[57.5 µM]	i	i
COc1ccc(C(=O)Nn2cnc3scc(-c4cccs4)c3c2=O)c(O)c1	1%	-21%	-6%	i	6%	i	2%	-7%	-0.4%[57.5 µM]	i	i
CCOc1cc2[nH]c(=S)n(CCCOC)c(=O)c2cc1OCC	-4%	-13%	-2%	?	1%	i	-2%	13µM*	-0.1%	i	i
O=C(CN1CCN(Cc2ccc(F)cc2)C1=O)NCc1cccs1	-10%	-11%	-2%	nt	3%	nt	0%	-1%	-1.2%	nt	nt
C=CCn1cc(C(=O)NCCCOC)c(=O)c2cc(S(=O)(=O)N3CCC(C)CC3)ccc21	-1%	-1%	1%[2.3 µM]	nt	2%	nt	nt	-8%	-0.7%	nt	nt
O=C1CC(c2cccc(Cl)c2)Cc2nc(N3CCOCC3)ncc21 (stereo unspecified)	nt	?	2%	?	2%	i	-2%	?	7.1%[0.369 µM]	?	?
O=C(Oc1cccc2cccnc12)c1ccc2c(c1)OCCO2	-14%	-5%	-11%	i	2%	i	6%	-4%	7.1%	i	i
Cc1cc(C)c2nc(N3CCCC3)c(C#N)cc2c1	-4%	-1%	3%	1.3e-07M*	0%	i	-2%	10µM*	nt	?	1.3e-07M*
COC(=O)c1cc(OC)c(OC)cc1NC(=O)Nc1ccccc1OC	2%	-28%	-2%	?	-2%	i	0%	22%	0.2%[57.5 µM]	i	?
Nn1cnn(Cc2ccccc2)c1=S	8%	13%	?	i	3%	i	6%	-2%	-0.1%	i	i
CS(=O)(=O)N1CCN(c2ccc(NC(=O)c3ccc(Br)o3)cc2)CC1	4%	-3%	-1%	i	2%	i	6%	1%	0.3%	i	i
CCn1nc(NC(=O)c2ccco2)c2cc3ccc(C)cc3nc21	nt	16%	30%	8.6e-08M*	-4%	i	-2%	?	3.4%[0.369 µM]	?	6.4e-08M*
COc1ccc(NS(=O)(=O)c2c(C)n(C)c(=O)n(C)c2=O)cc1OC	-3%	nt	-3%	nt	1%	nt	nt	16%	0.0%	nt	nt
CCNc1nc(SCc2ccccc2)nc(N2CCOCC2)n1	1%	8%	18%	i	0%	i	2%	?	-0.2%	?	i
Cc1cnnc2c1-c1no[n+]([O-])c1CC2	-14%	-4%	-4%	i	0%	?	0%	?	-0.3%	i	i
Cc1cc(Nc2cc(C(=O)O)ccc2C)n2ncnc2n1	9%	nt	0%	nt	-1%	nt	nt	-2%	0.0%	nt	nt
CN(C)CCN1C(=O)C(=O)/C(=C(/O)c2ccc(OCc3ccccc3)cc2)C1c1ccncc1 (stereo unspecified)	-1%	-11%	-2%	?	1%	?	4%	3%	-3.0%[0.369 µM]	?	i
COc1ccc(C(=O)NC(C)c2nc3ccccc3n2C)cc1OC (stereo unspecified)	-5%	5%	0%	i	2%	i	0%	?	-1.6%	i	i
COc1ccc(C(=O)N2CCC[C@@]3(CCN(Cc4ccccc4)C3)C2)cc1	-11%	21%	0%	i	-1%[11.4 µM]	i	2%[9.22 µM]	-11%	2.1%	i	i
COc1ccc(-n2c(Cc3cccn3C)nnc2SCC(=O)Nc2ccc(C)cc2)cc1	18%	-2%	-2%[2.3 µM]	nt	-9%	nt	nt	?	-0.6%	nt	nt
CCOC(=O)c1ccc(CSc2nncn2N)o1	8%	-2%	-4%	nt	0%	nt	0%	-1%	0.8%	nt	nt
C=C(C)COc1ccc2c3c(c(=O)oc2c1OCC(=C)C)CCC3	12%	10%	6%	nt	-7%	nt	0%	?	0.2%	nt	nt
COc1ccc(CCN2C(=O)CC(NCc3ccc4c(c3)OCO4)C2=O)cc1OC (stereo unspecified)	1%	-9%	2%	i	1%	?	2%	4%	nt	i	i
C=CCn1c(=N)n(CC(=O)OCC)c2ccccc21	1%	-8%	-2%	i	2%	i	0%	-3%	-0.5%	i	i
O=C(NC1CCCCC1)N1CCC(c2nc3ccc(Cl)cc3[nH]2)CC1	1%	-9%	-2%	i	-5%	?	0%	?	nt	i	i
Cc1ccc(-c2nnc(N3CCN(c4ccccn4)CC3)c3ccccc23)cc1	-6%	5%	?	?	-9%	i	3%	15%	-0.7%	i	?
CCc1ccc(C2C(C(C)=O)=C(C(=O)OC)Nc3nnnn32)cc1 (stereo unspecified)	2%	2%	-4%	i	3%	i	0%	5%	0.1%[57.5 µM]	i	i
CCC(=O)Nc1sc2c(c1C(N)=O)CCC2	1%	?	-2%	?	-1%	i	-1%	17%	-1.3%	?	i
CCCc1nnc(NC(=O)Cn2c(=O)sc3ccccc32)s1	-5%	9%	1%	1.2e-07M*	0%	?	-2%	4%	-4.0%	?	9.8e-08M*
COCCN(CCOC)S(=O)(=O)c1ccc(C(=O)Nc2nnc(C)o2)cc1	2%	9%	?	i	0%	i	6%	-1%	-0.3%	i	i
CCOCCn1c(CN2CCOCC2)nc2c1c(=O)[nH]c(=O)n2C	4%	nt	4%	nt	-2%	nt	nt	3%	-0.3%	nt	nt
O=C(Nc1cccc2nsnc12)C1CC(=O)N(c2ccccc2)C1 (stereo unspecified)	-1%	7%	-2%	2.1e-08M*	-1%	?	0%	-21%	-0.7%[0.369 µM]	?	1.8e-08M*
CCCS(=O)(=O)N1CCN(c2ccccc2F)CC1	6%	-5%	0%	i	5%	i	3%	3%	0.6%	i	i
COc1ccc(Cl)c(Cn2c(NCC(C)O)nc3c2c(=O)n(C)c(=O)n3C)c1 (stereo unspecified)	3%	-8%	-1%	i	-2%	i	-2%	?	-0.3%[57.5 µM]	i	i
